# High-throughput results: PubChem BioAssay, several laboratories
# MITF TRPM1 inh = MITF TRPM1 promoter inhibition in SK-MEL-5 cells. SK-MEL-5 TRPM1 promoter luciferase, 24 h. inhibition, % at 12.5 µM. hit rate 0.83% among 330,000. AID 488899;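 active = mean inhibition across replicates of 60% or more, whatever share of single replicates reaches that level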; also: values of inactives mirror those of a sister screen read the other way
# CaV13 ICDI inh = Disruptors of the CACNA1D IQ motif to Ca2+-dependent inactivation inhibitor domain association, primary screening, Förster resonance energy transfer in intact living …. AID 743397. HEK cells, CFP/YFP FRET ICDI-IQ, plate reader, 10 min; percent FRET-ratio fall versus neutral wells. hit rate 0.098% among 340,000. inhibition, % at 12.3 µM;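 active = mean replicate inhibition of at least 30% and at least 1% of replicates passing that level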;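 also: 0% = median of the neutral control wells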
# NR2E3 ag-1 = agonists of human nuclear receptor NR2E3. Q9Y5X4. GST-NR2E3/biotin-RetCOR TR-FRET, 1536-well. inhibition of corepressor binding, % at 4.78 µM. hit rate 0.12% among 320,000. AID 2300;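 active = percent inhibition above the cutoff of mean plus 3 SD of all tested compounds, set per screening campaign, cut at about 20% in these data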;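 also: 0% = DMSO wells and 100% = biotin wells as full block of FRET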
# Target sequence (Q9Y5X4 whole entry, looked up): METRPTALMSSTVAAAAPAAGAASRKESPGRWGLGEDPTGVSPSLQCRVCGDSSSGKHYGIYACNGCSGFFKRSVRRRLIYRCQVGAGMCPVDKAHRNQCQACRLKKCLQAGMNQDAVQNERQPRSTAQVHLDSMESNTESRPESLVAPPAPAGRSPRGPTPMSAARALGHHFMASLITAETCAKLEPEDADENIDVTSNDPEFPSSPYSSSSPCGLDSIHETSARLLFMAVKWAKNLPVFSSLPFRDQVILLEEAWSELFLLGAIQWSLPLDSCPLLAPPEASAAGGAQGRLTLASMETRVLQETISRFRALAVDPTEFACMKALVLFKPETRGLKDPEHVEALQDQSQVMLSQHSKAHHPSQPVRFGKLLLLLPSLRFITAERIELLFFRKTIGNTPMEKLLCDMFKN
#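 Material: NR2E3–RetCOR corepressor complex / Incubation: Compound–protein incubation for 5 h at 4 °C / Dosing: compound at 4.8 µM, single dose / Detection: time-resolved FRET / Benchmarks: high control biotin, low control 0.6% DMSO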
# NR2E3 ag-2 = agonists of human NR2E3 nuclear receptor; CHO-S Gal4-NCOR/VP16-NR2E3 two-hybrid, luciferase; inhibition of corepressor binding, % at 3.98 µM; hit rate 0.35% among 360,000; AID 602229;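 active = inhibition above the mean of all tested compounds plus 3 SD, cut at about 70% in these data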;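 also: 0% = DMSO with NR2E3 transfected cells and 100% = cells lacking NR2E3 construct; higher means lower luciferase signal from less NR2E3 corepressor binding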
# Peg3 prom inh = reduces Peg3 promoter-driven luciferase expression in HeLa | HeLa PEG-Prom luciferase reporter, luminescence, overnight | inhibition, % at 20 µM | hit rate 1.7% among 360,000 | AID 588405;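 active = inhibition of at least 50% at 20 µM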
# aDG glyco up = alpha-DG glycosylation activation; Pro5-aDG cells, alpha-DG glycosylation AlphaScreen (IIH6); 0% Pro5, 100% B10-LARGE cell signal; activation, % at 10 µM; hit rate 0.22% among 360,000;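 active = activation of at least 8% versus controls, or a plate z-score of at least 8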;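 also: Pro5 are CHO cells carrying HIG-tagged alpha-DG that lacks glycosylation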
# Vif inh = HIV Vif inhibition; inhibition, % at 7.49 µM; HEK293T cells, Vif self-association by quenched fluorescence, imaging, 24 h; hit rate 0.35% among 340,000; in the data active = inhibition above about 50%, passing the limit was not always enough; also: some results filed as inactive read as strong as hits
# PDI turbidity = PDI (human) enzyme inhibition | hit rate 0.052% among 350,000 | P07237 | inhibition, % at 10 µM | PDI insulin aggregation turbidity, A650, 90 min;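 active = mean inhibition across replicates of 30% or more, whatever share of single replicates reach that level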;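 also: absorbance from insulin aggregation driven by PDI reduction with DTT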
# Target sequence (P07237 whole entry, looked up): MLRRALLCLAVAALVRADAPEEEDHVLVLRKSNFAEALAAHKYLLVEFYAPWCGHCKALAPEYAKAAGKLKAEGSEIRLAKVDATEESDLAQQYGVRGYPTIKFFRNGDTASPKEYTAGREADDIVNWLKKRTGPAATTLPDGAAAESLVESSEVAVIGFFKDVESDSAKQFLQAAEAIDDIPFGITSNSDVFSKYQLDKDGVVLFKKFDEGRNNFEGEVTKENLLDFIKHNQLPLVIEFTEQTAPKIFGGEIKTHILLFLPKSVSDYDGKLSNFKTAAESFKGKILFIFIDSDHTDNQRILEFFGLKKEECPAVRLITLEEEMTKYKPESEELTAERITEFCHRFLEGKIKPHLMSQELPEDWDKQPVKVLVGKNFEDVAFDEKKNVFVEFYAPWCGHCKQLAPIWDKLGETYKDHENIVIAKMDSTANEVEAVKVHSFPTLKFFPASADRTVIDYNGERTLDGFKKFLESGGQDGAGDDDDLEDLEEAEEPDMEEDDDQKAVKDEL
# Granule exo inh = lytic granule exocytosis inhibition. TALL-104 LAMP-1 surface exposure, flow cytometry; cells stimulated with thapsigargin and PMA. inhibition, % at 10 µM. hit rate 0.66% among 360,000. AID 651702;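 active = inhibition above about 55%, limit read from the data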
# HIF-2a block = blocks HIF-2a reporter activity; 786-0 RCC cells HIF-2a reporter, luciferase luminescence, overnight; inhibition, % at 18.8 µM; hit rate 0.72% among 360,000; AID 624352;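 active = inhibition of the luminescence signal of 40% or more relative to plate controls, in a single-dose primary screen at 18.75 µM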
# iPSC survival up = increases survival of single human iPS cells | hiPSC single-cell survival, ATPlite luminescence; 100% = ROCK inhibitor wells, 0% = DMSO | survival enhancement, % at 20 µM | hit rate 0.044% among 360,000 | AID 602274; in the data active = survival enhancement above about 18%;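 also: cells exposed to compounds for 16 hours before the ATP read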
# * = called active by the depositor; x = no result given; & = joins results of further samples.
SMILES,MITF TRPM1 inh,CaV13 ICDI inh,NR2E3 ag-1,NR2E3 ag-2,Peg3 prom inh,aDG glyco up,Vif inh,PDI turbidity,Granule exo inh,HIF-2a block,iPSC survival up
Cc1c(-n2c(-c3ccccc3)nc3ccccc3c2=O)c(=O)n(-c2ccccc2)n1C,12.7,-4.9,-1.9,3.8,17.2,-0.2,18.8,-1.8,-0.1,11.1,-0.9
O=C(COc1cccc2cccnc12)N/N=C1\SCC(=O)N1Cc1ccccc1,6.1,x,3.8,-10.7,10.8,0.2,16.3,16.0,-1.0,12.3,0.3
O=C(OCC(=O)N1CCOCC1)c1ccccc1Br,-45.0,-4.5,0.5,-44.3,-66.5,-0.2,-53.5,-21.6,2.8,-72.3,0.1
COc1ccc(OC)c(NC(=S)NCCCN2CCOCC2)c1,8.4,-17.6,-3.2,-18.9,4.2,0.0,8.0,25.5,4.7,17.9,3.3
CN(C)c1cc[n+](CC(=O)Nc2ccc(OC(F)F)cc2)cc1,39.9,-4.8,4.5,-29.9,26.6,0.0,4.0,23.3,0.8,20.0,-0.2
COc1ccccc1C(=O)C1CCCN(C(=O)c2ccc(Cl)cc2)C1 (stereo not given),x,-14.7,x,19.2,7.7,0.1,x,-5.0,0.5,-13.2,-1.4
O=S(=O)(c1ccccc1)c1nc(NCc2cccnc2)sc1Cl,-1.1,-1.9,-3.2,-24.2,19.7,-0.1,-2.6,-2.3,-2.0,14.9,0.8
Cc1ccc(-n2c(Cc3cccn3C)nnc2SCC(=O)Nc2cc(C)on2)cc1,2.9,-3.4,7.8,16.4,5.9,-0.1,x,2.1,-0.7,-1.0,-1.2
CS(=O)(=O)c1ccc(C(=O)NC2CCOC2=O)cc1 (stereo not given),-2.5,-4.5,-1.0,-8.6,5.5,-0.1,25.5,-2.4,-1.1,19.2,0.8
O=C(CCN1C(=O)[C@@H]2Cc3ccccc3CN2C1=O)Nc1cccc(F)c1,5.4,-3.1,1.4,-10.5,4.4,-0.2,6.0,8.5,-0.7,0.3,-0.4
CC(C)N(Cc1ccccc1)C(=S)Nc1ccccc1F,x,-18.8,0.8,26.1,21.5,0.0,-4.8,9.3,-8.6,3.1,0.5
CNC[C@@H]1Oc2c(NC(=O)Nc3ccccc3)cccc2C(=O)N([C@@H](C)CO)C[C@H]1C,-10.2,-11.8,x,12.6,-12.6,-0.3,-3.0,1.9,7.1,17.0,-1.3
Cc1ccc(-n2ncc3c(SCc4cccc(C)c4)ncnc32)cc1,-49.5,-5.3,1.5,-32.7,-165.1,0.0,4.8,-16.2,14.7,-181.5,1.6
CCCCNC(=O)OC1CC2CC1[C@H]1CCCCN1C2=O (stereo not given in full),x,-4.9,x,-2.9,x,0.1,x,x,-6.4,2.0,-1.2
O=C(CSc1ccc([N+](=O)[O-])cn1)Nc1nccs1,-7.8,-4.9,-0.1,-13.0,-41.8,0.0,-4.2,-7.1,-2.4,-25.7,-0.1
CCN(CC)C(=O)c1ccc(-c2ccccc2)cc1,-13.8,-4.6,1.3,-12.4,-21.0,0.0,-0.9,9.1,2.3,-74.4,0.6
CC(=O)Nc1cc2cc(NS(=O)(=O)c3ccc(C)cc3)ccc2oc1=O,4.5,-19.6,-3.5,2.5,21.1,-0.1,x,-33.1,-4.7,6.1,0.0
CCn1c(=O)c(=O)[nH]c2cc(C(=O)N3CCN(Cc4ccc5c(c4)OCO5)CC3)ccc21,-8.8,-6.1,0.6,-5.1,15.9,-0.1,27.1,6.4,-2.0,10.8,1.3
CC1CCN(C(=O)COC(=O)/C=C/c2ccc([N+](=O)[O-])cc2)CC1,12.4,x,x,-12.0,-3.6,0.5,-7.8,-4.9,-2.1,-13.2,-1.4
C/C(N)=C(/C#N)C(=O)CSc1nnc(Nc2cccc(C)c2)s1,-71.1,-8.5,4.2,-46.6&-106.3,-259.6,-0.1&-0.2,-3.2&-10.5,-1.4&6.3,-2.8&3.9,-253.5,-3.7&2.1
COc1ccc(C(C)=O)cc1COC(=O)c1c(C)noc1C,5.9,-4.9,-2.5,-35.4,15.8,0.1,10.9,1.7,7.1,24.8,-1.0
Cc1cc(C)cc(CC2CC(=O)N(c3ccc([N+](=O)[O-])cc3)C2=O)c1 (stereo not given),-2.1,-0.4,-2.6,-10.2,12.3,0.2,-5.3,3.0,-3.9,13.8,-0.7
O=C(NCC1CCCCC1)C12CN(Cc3ccccc3)CC1C(c1cccc([N+](=O)[O-])c1)=NO2 (stereo not given),9.3,-6.3,0.5,-12.6,-27.4,-0.5,x,3.1,-5.1,-19.4,-1.9
Oc1cccc(C(O)CNCc2ccc(-c3ccccc3)cc2)c1 (stereo not given),-6.1,-7.5,1.7,-9.6,41.2,0.9,21.5,0.5,-0.1,-7.5,0.5
CC1(C)CC(=O)c2cc(OCC(=O)N3CCCCCC3)ccc2O1,-24.6,-4.0,-1.5,-14.8,-88.4,0.0,17.6,-1.3,-3.0,-94.5,-2.7
CC(=N\Nc1ccccc1)/C(=N/O)C(=O)Nc1ccccc1,12.0,x,0.3,-7.8,8.3,-0.3,11.4,-16.0,-2.7,-5.3,2.4
COc1cccc(NC(=S)N(Cc2ccc(C)cc2)Cc2ccccn2)c1,-1.9,-1.6,-1.2,-15.3,3.0,0.3,-6.9,8.7,12.9,4.6,0.2
Cc1cc(C)n2nc(C(=O)N3CCN(Cc4ccc5c(c4)OCO5)CC3)nc2n1,-1.3,3.6,-1.4,-15.2,2.0,-0.1,4.2,0.6,6.0,11.0,1.6
Cc1sc2nc(CSCC(=O)Nc3cc(F)ccc3F)[nH]c(=O)c2c1C,6.9,-6.1,3.1,10.2,14.8,0.0,33.0,-16.1,-1.9,18.3,-2.2
O=C(Cc1sc(Nc2ccccc2)nc1-c1ccccc1)NCc1ccccc1,-26.4,-3.1,-2.6,-57.4,-135.6,0.6,98.0*,5.9,-1.6,-226.9,-1.4

# 3 entries drawn at random from the list so far, as already listed:
SMILES,MITF TRPM1 inh,CaV13 ICDI inh,NR2E3 ag-1,NR2E3 ag-2,Peg3 prom inh,aDG glyco up,Vif inh,PDI turbidity,Granule exo inh,HIF-2a block,iPSC survival up
CCn1c(=O)c(=O)[nH]c2cc(C(=O)N3CCN(Cc4ccc5c(c4)OCO5)CC3)ccc21,-8.8,-6.1,0.6,-5.1,15.9,-0.1,27.1,6.4,-2.0,10.8,1.3
Cc1cc(C)cc(CC2CC(=O)N(c3ccc([N+](=O)[O-])cc3)C2=O)c1 (stereo not given),-2.1,-0.4,-2.6,-10.2,12.3,0.2,-5.3,3.0,-3.9,13.8,-0.7
Cc1cc(C)n2nc(C(=O)N3CCN(Cc4ccc5c(c4)OCO5)CC3)nc2n1,-1.3,3.6,-1.4,-15.2,2.0,-0.1,4.2,0.6,6.0,11.0,1.6

# Other structures.
SMILES,MITF TRPM1 inh,CaV13 ICDI inh,NR2E3 ag-1,NR2E3 ag-2,Peg3 prom inh,aDG glyco up,Vif inh,PDI turbidity,Granule exo inh,HIF-2a block,iPSC survival up
CCOc1ccccc1NC(=O)CCCNC(=O)Cn1cnc2sc(C)c(C)c2c1=O,9.9,-3.2,0.6,12.0,-81.0,0.0,-10.7,-0.8,2.4,15.7,-0.4
COc1cc(CNCCc2ccc(S(N)(=O)=O)cc2)ccc1OCC(=O)NC1CCCCC1,-12.1,-5.7,2.6,-5.0,-7.9,-0.3,12.1,-2.4,4.1,18.1,-3.5
Cc1cc2cc3c(cc2nc1SCC(=O)Nc1c(C)cccc1C)CCC3,26.5,-6.6,-1.4,-2.0,21.2,-0.1,9.1,-2.4,-5.4,3.0,-1.9
COc1ccccc1CNC(=O)CCC(=O)N1CCOc2ccc(Cl)cc21,0.3,-5.5,-0.4,1.1,5.3,0.0,-6.3,x,1.3,-10.8,-0.4
CCc1ccc(-n2c(O)cnc2Nc2nc(C)cc(C)n2)cc1,x,-5.8,1.7,-26.1,-6.2,-0.1,x,-9.8,-6.5,-18.7,-0.8
CCOC(=O)N1CCN(C(=O)Cc2ccsc2)CC1,9.6,x,0.6,8.3,-0.2,0.3,15.6,10.5,-1.2,1.3,0.8
CS(=O)(=O)N(CC(=O)Nc1ccccc1)Cc1ccc(Cl)cc1,6.6,-7.8,1.6,-4.3,14.3,0.1,-15.3,8.7,-3.1,6.2,-0.6
Cc1ccc(N2C(=O)c3ccc(C(=O)N4CCN(c5ccc(C)c(C)c5)CC4)cc3C2=O)cc1,4.9,-1.7,1.7,-8.2,3.1,0.7,0.1,0.4,-1.9,7.7,-0.3
CC(C)Oc1ccc(CNS(=O)(=O)c2csc(C(N)=O)c2)cc1,13.7,-2.2,5.2,33.4,-2.4,1.3,-0.4,12.9,-1.6,6.0,-0.6
CCOC(=O)c1c(CN2CCNCC2)nc2ccc(Cl)cc2c1-c1ccccc1,89.9*,-6.7,x,-10.2,105.9*,1.6,4.9,-6.4,39.1,-42.8,-3.9
COCc1cccc(-c2csc(C(O)c3ccc(F)c(OC)c3)n2)c1 (stereo not given),x,-5.6,x,9.0,3.1,-0.2,1.0,1.2,4.3,-19.0,-1.9
O=C(COc1ccc(S(=O)(=O)N2CCCC2)cc1Cl)NC1CC1,-3.1,-5.7,-1.2,-5.3,-8.2,0.1,-0.7,2.2,-0.2,7.7,0.0
COc1cc(NC(=O)c2ccccc2)c(OC)cc1NC(=O)CN1CCOCC1,11.9,-3.3,-1.7,-8.3,-6.9,0.1,-1.4,-7.7,-0.5,1.0,1.3
COCCCn1c(SCC(=O)N2CC(=O)Nc3ccccc32)nnc1-c1ccoc1C,2.1,-5.0,-0.1,-5.6,-4.3,0.2,1.5,-5.5,1.5,1.4,-2.0
O=C(CNC(=S)N(Cc1ccccc1Cl)C1CCCC1)NCCN1CCOCC1,5.8,-3.0,0.2,2.9,-6.5,-0.2,-1.2,2.1,-1.7,3.9,1.1
CN1CCC2CC1c1cc(-c3ccc(C(F)(F)F)cc3)ccc12 (stereo not given),-2.9,-3.8,x,-12.1,5.5,0.1,x,-9.6,13.8,-14.0,2.4
Cc1cc(=O)n2nc(N3CCC(C(=O)NC4CCCc5ccccc54)CC3)sc2n1 (stereo not given),3.5,x,-3.7,4.5,12.7,0.1,-11.0,-7.6,-2.3,22.0,0.2
O=c1c2c3c(sc2nc2n1CCCC2)CCCCC3,-33.7,-5.4,-1.9,-63.7,-166.7,0.0,13.1,-2.3,-1.8,-209.9,4.2
O=C(Cc1ccc(NC(=O)C2CCN(C(=O)C3CC3)CC2)cc1)Nc1cccc(C(=O)N2CCCC2)c1,-10.2,-7.3,x,-15.8,-4.9,0.1,22.1,-1.9,3.8,6.8,-0.4
C[C@H](NC(=O)c1nc[nH]c1C(=O)N1CCc2ccccc2C1)C(=O)OC(C)(C)C,1.7,-9.8,2.9,13.2,2.0,-0.3,-5.7,-4.8,-3.9,8.1,1.9
O=C(CN1C(=O)NC2(CCCCCCC2)C1=O)Nc1c(Cl)cccc1Cl,-3.1,-5.6,x,-12.5,-7.0,0.2,-4.3,2.3,-14.9,13.9,0.9
CC1CC2c3cccc(C(=O)O)c3C(=O)N2c2ccc(Cl)cc21 (stereo not given),14.0,5.7,-3.1,-0.6,-0.8,-0.1,25.9,0.4,-0.9,10.8,-0.6
COc1ccc2oc(C(=O)OCC(=O)Nc3ccc(C)c(S(=O)(=O)N4CCOCC4)c3)c(C)c2c1,x,4.9,x,-23.1,-23.7,-0.3,-7.1,-83.3,3.8,-39.9,1.2
